TbPYK inhibitor: inhibitors of Trypanosoma brucei pyruvate kinase. TbPYK enzyme, Kinase-Glo Plus ATP luminescence, 45 min. 0.12% of 410,000 active. Potency, µM (series often up to 76.8 µM), without a hit: at the top dose activity, negative = inhibition, actives largely listed as inhibitors. AID 624173. Q57TT1; active = well fitted inhibition curve with a large enough effect; inconclusive = small, poorly fitted or top-dose-only effect; note: nearly all actives have a fitted effect of over 50% in size
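ADP (130 uM final) triggers the TbPYK reaction after compound addition; incubation is 45 min at room temperature. Kinase-Glo Plus is then added and luminescence imaged. Normalized data are fitted to concentration-effect curves.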
Active calls of the source: *; ? = inconclusive; [ ] = remark or other dose. % is set by controls: 0 for no effect and ±100 for the full control effect; potency is the fitted concentration of half-maximal effect. Only part of the results is shown; the hit share may differ from the screen's.

SMILES	TbPYK inhibitor
CCN(CC)S(=O)(=O)c1ccc2c(c1)N(CC(=O)NCCCN1CCN(c3ccc(OC)cc3)CC1)C(=O)CO2	-3.5%
NC(=O)c1nnsc1-c1ccco1	-7.4%
COc1cc(C)ccc1S(=O)(=O)NC(=O)C1(C)CCN1C(=O)c1ccc(C2CCCCC2)cc1 (stereo not drawn)	5.1%
CCC(=O)N1c2ccccc2CC1C(=O)NCCN1CCN(c2ccccc2F)CC1 (stereo not drawn)	-12.1%
Cc1cccc(NC(=O)CN(C)S(=O)(=O)c2ccc3c(c2)CCC(=O)N3)c1C	2.3%
Cc1cc(C)c(NC(=O)Cn2c(=O)n(Cc3ccc4c(c3)OCO4)c(=O)c3ccccc32)c(C)c1	4.0%
COc1ccc(-c2ccc3oc(-c4ccc(OC)cc4)c(-c4ccc(OC)cc4)c3c2)cc1	1.7%
COc1ccc(N2CCN(C(=O)C3Cc4ccccc4N3C(C)=O)CC2)cc1 (stereo not drawn)	-0.9%
CC(=O)N1Cc2cnnn2-c2ccccc2C1C#N (stereo not drawn)	1.0%
CCCCOc1cccc(C(=O)Nc2cccc(-c3nc4ncccc4o3)c2C)c1	-9.1%
COc1ccc(C(=O)N2CC(=O)Nc3ccc(Br)cc3C2c2ccc(F)cc2)cc1OC (stereo not drawn)	0.1%
COc1ccc(Cn2c(CNC(=O)c3ccc(N(C)C)cc3)nc3cccnc32)cc1	-0.9%
Cc1ccc(-c2nc3nc(C)cc(C)n3c2Nc2ccc3c(c2)OCCO3)cc1	0.7%
Nc1ncnc2c(C3OC(CO)C(O)C3O)scc12 (stereo not drawn)	2.6%
CCn1c(CN2CCC(C)CC2)nc2cc(NC(=O)COc3ccc([N+](=O)[O-])cc3)ccc21	-0.5%

Three records drawn at random from those above, as already listed:
SMILES	TbPYK inhibitor
Cc1ccc(-c2nc3nc(C)cc(C)n3c2Nc2ccc3c(c2)OCCO3)cc1	0.7%
CCn1c(CN2CCC(C)CC2)nc2cc(NC(=O)COc3ccc([N+](=O)[O-])cc3)ccc21	-0.5%
CC(=O)N1Cc2cnnn2-c2ccccc2C1C#N (stereo not drawn)	1.0%

Other records follow.
SMILES	TbPYK inhibitor
CC(C)c1ccc(-c2noc(SCC(=O)N3CCCCC3C)n2)cc1 (stereo not drawn)	0.7%
COc1cccc(Nc2nc(C(N)CCc3ccccc3)cs2)n1 (stereo not drawn)	8.4%
CCN(CC)C(=O)C1=C(C)N(CCCN2CCCC2=O)C(=O)C(CC(=O)NCCCN(C)C)C1 (stereo not drawn)	4.9%
CSc1ccc(CCNC(=O)CCc2c(C)nc3cc(-c4ccccc4)nn3c2C)cc1	5.0%
Cc1ccc(C)c(N2CCN(S(=O)(=O)c3cn(C)c(C)n3)CC2)c1	-3.2%
Cc1c(CNCCCc2ccccc2)c(C(=O)O)c(C)n1Cc1cccc(Cl)c1	-2.4%
CCOC(=O)C1CCC(CN(Cc2ccc(OC)cc2)S(=O)(=O)c2ccc(F)c(C(=O)Nc3c(C)cccc3C)c2)CC1 (stereo not drawn)	2.9%
COc1ccc(NC(=S)NNC(=O)c2ccco2)c(OC)c1	-5.2%
CCc1cccc(C)c1Nc1c(-c2ccc(SC)cc2)nc2sccn12	-9.7%
CCc1ccc(NC(=O)CSc2ccc3nnc(CCNS(=O)(=O)c4ccc(OC)cc4)n3n2)cc1	-4.2%
COc1ccc(NC(=O)c2sc3nc[nH]c(=O)c3c2C)cc1OC	3.8%
O=C(c1ccncc1)N1CCC2(CCN(Cc3cc(C(F)(F)F)cc(C(F)(F)F)c3)CC2)CC1	0.0%
Cc1nn(CC(=O)NCc2ccc(OC(C)C)cc2)c(=O)c2c(C)n(-c3ccc(Cl)cc3)nc12	3.0%
CC(C)C1CN1CC(O)Cn1ccnc1[N+](=O)[O-] (stereo not drawn)	-9.9%
Cc1cc(C(=O)NCc2cccc(Br)c2)c2c(C)nn(-c3ccccc3)c2n1	-1.9%
CCCN1CCc2cc(O)cc3c2[C@H]1Cc1ccc(O)c(O)c1-3	-15.9%
CC1(C(=O)NS(=O)(=O)c2ccc(C#N)cc2)CCN1C(=O)C1(c2ccc(Cl)cc2)CCC1 (stereo not drawn)	-1.4%
Cc1ccc(CNC(=O)C2CCN(S(=O)(=O)c3c(C)noc3/C=C/c3cccs3)CC2)cc1	2.3%
COC(=O)[C@@]1(Cc2ccc(OC)cc2)[C@H]2c3cc(C(=O)N4CCCC4)n(Cc4ccc(S(C)(=O)=O)cc4)c3C[C@H]2CN1C(=O)c1ccccc1	-8.6%
Cc1oc(-c2cccc(Cl)c2)nc1CN1CCC(C(=O)NCCc2ccc(Cl)cc2)CC1	-0.1%
COc1cccc(N2CCN(C(=O)c3ccc(NC(=O)c4nsc5ccccc45)cc3)CC2)c1	-9.8%
COCCN(CCOC)Cc1cc(=O)oc2cc(OC)c(Cl)cc12	4.8%
COc1ccc(-c2nc(C)c(CCNC(=O)C(=O)Nc3c(C)cccc3C)s2)cc1OC	0.0%
CCOC(=O)CNC(=O)Nc1cc(C(=O)NCc2cccc(F)c2)ccc1N1CCCC1	4.8%
CCOC(=O)c1noc2ncnc(Nc3ccc(C)c(F)c3)c12	0.4%
O=C(NCc1cccc(C(F)(F)F)c1)c1csc([C@@H]2C[C@H](O)[C@@H](CO)O2)n1	-4.5%
CCOC(=O)c1c(C)[nH]c(C)c1S(=O)(=O)NCC(=O)Nc1cccc(Cl)c1	-5.2%
O=C(c1[nH]c(C(F)(F)F)nc1-c1ccccc1)N1CCCN(Cc2ccc(F)cc2)CC1	-5.4%
COc1ccccc1NC(=O)CN1C(=O)c2ccccc2Sc2ccc(C(=O)N3CCCC3)cc21	3.5%
COC(=O)c1ccc(-c2nc3cc(NC(C)=O)ccc3o2)cc1	2.5%
COc1ccc(CCNc2oc(COc3cccc(C)c3)nc2C#N)cc1OC	1.4%
COc1cccc2sc(=NC(=O)CS(=O)(=O)c3ccccc3)n(C)c12	-0.8%
CC(C)(C)Cc1c(-c2ccc(C#N)cc2)nc2ccc(Cl)cn12	-4.8%
Cc1nnc(C(=O)NC(C)(C)c2nc(C(=O)NCc3ccc(F)cc3)c(O)c(=O)n2C)o1	-4.1%
CCC(C)Nc1nc2c(c(=O)[nH]c(=O)n2C)n1Cc1ccc(F)cc1 (stereo not drawn)	-4.7%
Cc1ccc(NC(=O)CSc2nccn2C2CCCC2)cc1	1.4%
CCOC(=O)c1cnc2ccc(OC)cc2c1NCCc1ccccc1	4.0%
Cc1ccc2nc(-c3cccc(Br)c3)c(Cc3ccccn3)n2c1	-0.2%
O=C(CC1SCCNC1=O)NCc1ccccc1 (stereo not drawn)	6.0%
O=C(c1ccco1)N1CCN(C2CN(Cc3ccc(F)cc3)S(=O)(=O)C2)CC1 (stereo not drawn)	5.5%
Cc1ccc(CNC(=O)Cc2coc3cc(C)cc(C)c23)cc1	-3.7%
CCc1cccc(NC(=O)CCc2c(C)nc3c(c2C)c(=O)n(C)c(=O)n3C)c1	8.6%
COc1cc(Cl)c(C)cc1NC(=O)c1cnn(-c2ccc(F)cc2F)c1C1CCN(C(=O)OC(C)(C)C)CC1	-2.3%[15.4 µM]
CC(C)c1ccc(NC(=O)CCCc2nc(-c3ccc(Cl)cc3)no2)cc1	1.4%
COc1cccc(CNC(=O)c2cc3c(c(-c4cccc(-c5cccc(C#N)c5)c4)n2)[C@H](CCO)N(S(=O)C(C)(C)C)C3)c1 (stereo partly drawn)	0.0%
Cc1ccc(S(=O)(=O)N(C)C[C@@H]2OCc3cn(nn3)CCCC(=O)N([C@@H](C)CO)C[C@H]2C)cc1	-8.3%
CC1=C(C(=O)Nc2ccccc2)C(c2cccs2)n2nc(SCc3ccccc3)nc2N1 (stereo not drawn)	-2.8%
N#CC(=C(c1ccccc1)c1ccccc1)c1ccccc1	-3.5%
COc1ccc(Cl)cc1-c1cc(C(=O)NCc2cccc(C(F)(F)F)c2)[nH]n1	0.2%
O=S1(=O)c2ccccc2N(Cc2ccc(F)cc2)c2ccccc21	3.4%
O=S1(=O)c2ccc(Br)cc2N2CCC[C@@H]2CN1Cc1ccc(Cl)cc1	3.1%
CC(C)=CCC/C(C)=C\CC/C(C)=C\CC/C(C)=C\CC1=C(C)C(=O)c2ccccc2C1=O	0.0%
CCc1nc2c(OCCC3CCCCC3)cccn2c1N(C=O)Cc1ccccc1	2.1%
CCOC(=O)c1sc2ccccc2c1S(=O)(=O)Nc1ccc(N(C)C)cc1	-18.5%
Cn1c(=O)n(-c2ccc3c(c2)OCO3)c2nc(-c3ccccc3)nc(C(N)=O)c21	-10.0%
CCOC(=O)C1CCN(C(=O)c2ccc(-n3ccc4ccccc43)s2)CC1	-4.2%
COc1cc2c(cc1O)C(CSC)Cc1cc3c(cc1N(C)CC2)OCO3 (stereo not drawn)	2.2%
CCNC(=O)C1CCCN(C(=O)c2cccc3ccccc23)CC1 (stereo not drawn)	3.4%
COc1ccccc1NC(=O)c1sc2nc(C)c(C(=O)Nc3ccc(C)cc3C)c(-c3ccccc3Cl)c2c1N	2.2%
C[C@H]1CN([C@@H](C)CO)C(=O)CCCn2cc(nn2)CO[C@@H]1CN(C)S(=O)(=O)c1cccc(C#N)c1	1.6%

Further records.
SMILES	TbPYK inhibitor
COCCNC(=O)C1(C)CCN(C(=O)c2sc(-c3ccccc3)nc2C)C1 (stereo not drawn)	-0.3%
O=C(NCCN1CCC(n2c(=O)[nH]c3ccccc32)CC1)c1ccncc1	-14.6%
Cc1c(Cl)cccc1NC(=O)CSc1nc(=O)n(CCN2CCOCC2)c2c1CCC2	-0.5%
CCOC(=O)c1cc(-c2ccc(F)cc2)n(CC(=O)NC2CCCCCC2)c1C	-1.9%[15.4 µM]
c1ccc2c(c1)CN(Cc1ccc3c(c1)OCO3)Cc1cnnn1-2	-3.4%
CCOC(=O)c1ccc(NC(=O)c2oc3ccc4c(c3c2C)C(=O)CC(C)(CC)O4)cc1 (stereo not drawn)	1.7%
Cc1cc(-c2ccc(S(=O)(=O)Nc3ccc(Cl)cc3)cc2)on1	0.3%[15.4 µM]
COc1cccc2sc(=NC(=O)c3ccc(S(=O)(=O)N4CCCCC4)cc3)n(C)c12	3.7%
Cc1cc(C)c(NC(=O)Cc2csc(C)n2)c(Cl)c1	0.2%
COc1ccc(-c2[nH]nc3nc(N4CCN(C(=O)c5ccoc5)CC4)cc(C(F)(F)F)c23)cc1	-2.8%
CCc1ccc(C(O)c2ncc(-c3ccccc3C(F)(F)F)[nH]2)cc1 (stereo not drawn)	-1.8%
COc1ccc(C(O)c2ncc(-c3cccc(OCc4ccccc4)c3)[nH]2)cc1F (stereo not drawn)	-7.9%
Cc1ccc(NC(=O)CC2Sc3ccc(C(F)(F)F)cc3NC2=O)cc1 (stereo not drawn)	21.4%
O=C1c2ccccc2C(=O)c2cc(N3CCCCC3)ccc21	-29.0%
Cc1ccc(S(=O)(=O)NN2CCCCCC2)cc1	-26.2%

Structures shown so far that have a tert-butyl group (three):
SMILES	TbPYK inhibitor
CC(C)(C)Cc1c(-c2ccc(C#N)cc2)nc2ccc(Cl)cn12	-4.8%
COc1cc(Cl)c(C)cc1NC(=O)c1cnn(-c2ccc(F)cc2F)c1C1CCN(C(=O)OC(C)(C)C)CC1	-2.3%[15.4 µM]
COc1cccc(CNC(=O)c2cc3c(c(-c4cccc(-c5cccc(C#N)c5)c4)n2)[C@H](CCO)N(S(=O)C(C)(C)C)C3)c1 (stereo partly drawn)	0.0%

7 entries from above, as a markdown table:
| compound | TbPYK inhibitor |
| --- | --- |
| O=C1c2ccccc2C(=O)c2cc(N3CCCCC3)ccc21 | -29.0% |
| O=C(NCCN1CCC(n2c(=O)[nH]c3ccccc32)CC1)c1ccncc1 | -14.6% |
| CCOC(=O)c1ccc(NC(=O)c2oc3ccc4c(c3c2C)C(=O)CC(C)(CC)O4)cc1 (stereo not drawn) | 1.7% |
| COCCNC(=O)C1(C)CCN(C(=O)c2sc(-c3ccccc3)nc2C)C1 (stereo not drawn) | -0.3% |
| Cc1ccc(NC(=O)CC2Sc3ccc(C(F)(F)F)cc3NC2=O)cc1 (stereo not drawn) | 21.4% |
| CCc1ccc(C(O)c2ncc(-c3ccccc3C(F)(F)F)[nH]2)cc1 (stereo not drawn) | -1.8% |
| CCOC(=O)c1cc(-c2ccc(F)cc2)n(CC(=O)NC2CCCCCC2)c1C | -1.9%[15.4 µM] |

More records:
SMILES	TbPYK inhibitor
COc1ccc(NC(=O)Nc2cccc(OC)c2)cc1	5.7%
CCOC(=O)c1noc2ncnc(N(CCC(=O)OC)c3ccccc3)c12	-13.1%
CCCc1c(C(=O)N/N=C(\CC)c2ccccc2)nnn1-c1nonc1N	3.6%
COCOCCn1cc(CN2CCS(=O)(=O)N(Cc3ccc(-c4ccc(OC)nc4)cc3)C(C(C)C)C2=O)nn1 (stereo not drawn)	?
COc1ccc(C(=O)NCCc2sc(-c3cccc(F)c3)nc2C)cc1	0.1%
CCN(CC)c1cc(C)c2cc(NC(=O)c3ccc(F)cc3Cl)ccc2n1	1.5%
Cc1ccc(CNC(=O)CCCCCn2c(=O)c3sccc3n(CC(=O)C(C)(C)C)c2=O)cc1	0.1%
CCOC(=O)[C@]12Cc3cc(Cl)ccc3[C@H]1N(CC(=O)OC)C(=O)c1ccccc12	3.2%
Cc1cc(C)n(C(C)CC(=O)Nc2ccc(C)c(F)c2)n1 (stereo not drawn)	0.0%
O=C(C1CCCCC1)N1Cc2ccccc2-n2nncc2C1	-0.9%
O=C(Nc1ccc(S(=O)(=O)N2CCCCC2c2cccnc2)cc1)c1ccc(Br)cc1 (stereo not drawn)	-0.9%
CCOc1ccc(NC(=O)N2CC=C(c3c[nH]c4ccccc34)CC2)cc1	-0.3%[15.4 µM]
CCCCNC(=O)CSc1nc2cc3c(cc2c(=O)n1CCCCCC(=O)NCc1ccc2c(c1)OCO2)OCO3	3.0%
COc1ccc(C2NC(=O)c3ccccc3N2)c(OC)c1OC (stereo not drawn)	-3.7%
Cc1cccc(C)c1N1CCN(C(c2ccnc3ccccc23)c2nnnn2-c2ccc3c(c2)OCCO3)CC1 (stereo not drawn)	-0.8%
COc1ccc(NS(=O)(=O)c2cc(NS(=O)(=O)c3cc(C(=O)O)ccc3OC)ccc2C)cc1	-2.4%
COc1ccc(CC(=O)NCCCCc2ccccc2)cc1OC	-5.2%
